Assay outcomes deposited in PubChem BioAssay by National Center for Advancing Translational Sciences (NCATS).
p53 reactivation: mutant p53 re-activation in reporter cells; H1299 p53-A138V BP100-luciferase reporter, luminescence, 24 h; Potency, µM (top dose mostly 92.2 µM), without a hit: at the highest dose activity change, positive = activation, hits mostly activators; hit rate 0.063% among 320,000; AID 504706; further: potency means the concentration at half of the fitted maximal effect; % of control where 0% means no effect; nearly all actives have a fitted effect of over 45% in size
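p53-null H1299 cells stably carrying temperature-sensitive p53-A138V and a BP100-luciferase reporter were pinned with compounds (4-point, 1:5 series) and held 24 hrs at 37 deg C. Luminescence was read 10 min after detection reagent.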
FLuc modulator: counter-screen for miR-21 project: firefly luciferase inhibitors or activators | AID 588342 | hit rate 6.9% among 360,000 | purified FLuc, Km substrates, luminescence inhibition | Potency, µM (doses to about 57.5 µM), without a hit: at the highest dose activity change, negative = inhibition, actives largely listed as inhibitors;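 further: potency means the concentration at half of the fitted maximal effect; plate controls were vehicle for no effect and reference inhibitor for full effect; nearly all actives have a fitted effect of over 55% in size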
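Biochemical qHTS of compounds, final roughly 60 µM downward over six points, against 10 nM purified firefly luciferase using Km concentrations of substrates (10 uM D-luciferin, 10 uM ATP) in Tris acetate pH 7.5 buffer; luminescence output.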
NPC1 prom act: activates the NPC1 promoter | Potency, µM (titrated, usually from 9.22 µM), inactives show at the highest dose activation, usual class: activators | Huh7 NPC1 promoter luciferase reporter, 24 h | AID 485313 | hit rate 2.4% among 320,000;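 further: potency means the concentration at half of the fitted maximal effect; % of control where 0% means no effect; nearly all actives have a fitted effect of over 60% in size; reporter is driven by a mutant NPC1 promoter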
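Quantitative HTS used a cell-based reporter: Huh7 cells stably bearing the NPC1 promoter upstream of luciferase were treated with compounds for 24 h, and promoter activation was read as luminescence.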
Giardia killer: Giardia lamblia killing; hit rate 0.15% among 340,000; AID 540267; Giardia lamblia trophozoite viability; activity change, % at 7.66 µM, hits read low; in the data active means activity change below about -80%; inconclusive means between about -30% and that limit;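 further: parasites exposed to compound for two days anaerobically before the ATP read; on the % scale 0 is the no-effect control and ±100 the full control effect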
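Luminescence from cellular ATP indicates surviving trophozoites (100 cells/well) following 48 hrs anaerobic compound treatment at 37 deg C; signal develops 15-30 min at room temperature.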
Rab9 prom act: Rab9 promoter activation | Huh7 Rab9 promoter-luciferase reporter, luminescence, 24 h | Potency, µM (highest dose often 9.22 µM), inactives show at the highest dose activation, negative = inhibition, actives largely listed as activators | hit rate 2.8% among 320,000; further: potency means the concentration at half of the fitted maximal effect; % of control where 0% means no effect; nearly all actives have a fitted effect of over 60% in size
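Rab9 promoter-driven luciferase in stably transfected Huh7 cells; 1500 cells/well rested 2 h, exposed to compound in DMSO for 24 h at 37 °C, 5% CO2. Luminescence read 10 min after adding luciferase reagent at ambient temperature.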
BRCA1 expr up: activators of BRCA1 expression; hit rate 1.1% among 380,000; MCF7-BRCA1-FFLuc reporter, luminescence, 48 h; response scale: scaled: vehicle 0%, 10 µM genistein 100%; Potency, µM (highest dose often 46.1 µM), without a hit: at the top dose activation, hits mostly activators; further: potency means the concentration at half of the fitted maximal effect; nearly all actives have a fitted effect of over 80% in size; some results filed as inactive show a strong effect at the top dose
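MCF7-BRCA1-FFLuc, 2000 cells/well; 2 h attach, 37 °C/5% CO2; compound 48 h; luciferase substrate 15 min; luminescence end-point. Norm. to genistein 10 microM max activation and DMSO; concentration-response curves fitted.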
VP16 counter: Gal4-VP16 reporter inhibition counter-screen; Drosophila S2 Gal4-VP16 UAS-luciferase, luminescence, 20 h; Potency, µM (series often up to 53.6 µM), for the others: at the highest dose activity, negative = inhibition, usual class: inhibitors; hit rate 3.5% among 310,000;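 further: Gal4-VP16 expression switched on by copper sulfate through the metallothionein promoter; potency means the concentration at half of the fitted maximal effect; on the % scale 0 is the no-effect control and ±100 the full control effect; nearly all actives have a fitted effect of over 50% in size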
Menin MLL FP TR: displaces Texas Red mutant MLL peptide from human menin; Menin + Texas Red MLL mutant peptide, fluorescence polarization; Potency, µM (highest dose often 61.6 µM), without a hit: at the top dose FP activity change, negative = inhibition, hits mostly inhibitors; hit rate 0.23% among 270,000; active means well fitted inhibition curve with a large enough effect in the polarisation, with a control signal flat, not every such curve was filed as active; inconclusive means small, poorly fitted or top-dose-only effect, or effect the other way, or a change in a side signal; inactive means no such curve, though single readings can be large or run the other way; the % refers to the polarisation; further: potency means the concentration at half of the fitted maximal effect; % of control where 0% means no effect; many of its hits are not listed in these tables
RORg inh: blocks mouse ROR gamma transcriptional activity. P51450. Drosophila S2 Gal4-RORgamma UAS-luciferase reporter, 20 h. Potency, µM (series often up to 53.6 µM), for the others: at the highest dose activity change, negative = inhibition, most hits filed as inhibitors. hit rate 5.4% among 310,000; further: potency means the concentration at half of the fitted maximal effect; on the % scale 0 is the no-effect control and ±100 the full control effect; nearly all actives have a fitted effect of over 60% in size
Target sequence (P51450 whole entry, looked up, the tested form may be a part): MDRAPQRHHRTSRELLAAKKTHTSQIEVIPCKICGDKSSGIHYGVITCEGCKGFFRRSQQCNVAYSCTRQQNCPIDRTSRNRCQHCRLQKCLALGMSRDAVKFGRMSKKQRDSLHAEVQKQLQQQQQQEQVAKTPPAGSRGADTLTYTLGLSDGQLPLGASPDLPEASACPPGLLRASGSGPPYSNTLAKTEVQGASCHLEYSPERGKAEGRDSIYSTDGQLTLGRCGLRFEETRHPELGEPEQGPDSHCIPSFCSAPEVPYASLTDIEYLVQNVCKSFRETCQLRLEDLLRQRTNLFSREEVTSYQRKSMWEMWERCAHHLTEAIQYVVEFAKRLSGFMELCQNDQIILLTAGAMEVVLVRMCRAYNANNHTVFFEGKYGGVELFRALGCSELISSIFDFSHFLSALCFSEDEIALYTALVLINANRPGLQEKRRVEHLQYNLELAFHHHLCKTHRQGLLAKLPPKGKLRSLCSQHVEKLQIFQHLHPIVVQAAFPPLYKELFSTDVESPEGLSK
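Compounds are pin-transferred onto Drosophila Schneider cells expressing a copper-inducible Gal4–ROR gamma transactivation domain fusion. After 1 hr, copper sulfate is added to 700 uM final; luciferase is read 20 hr later.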
ELG1 genotox: induces genotoxicity in HEK293T cells with luciferase-tagged ELG1 | AID 504466 | hit rate 1.3% among 330,000 | Potency, µM (top dose mostly 46 µM), for inactives: top-dose activity change, positive = activation, hits mostly activators | HEK293T ELG1-luciferase reporter, luminescence, 16 h; further: potency means the concentration at half of the fitted maximal effect; % of control where 0% means no effect; nearly all actives have a fitted effect of over 60% in size
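HEK293T cells expressing luciferase-tagged ELG1 were treated with compound or DMSO for 16 hr at 37°C. Luciferase activity was then read after 30 min with ONE-Glo at room temperature; rising signal flags genetic stress.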
PKM2 activator: increases activity of human pyruvate kinase M2. P14618. purified PKM2, Kinase-Glo ATP luminescence, activation; response scale: 0% is enzyme alone, no compound. Potency, µM (top dose mostly 57.5 µM), without a hit: top-dose activation, most hits filed as activators. hit rate 0.34% among 260,000. AID 1631; further: potency means the concentration at half of the fitted maximal effect; on the % scale 0 is the no-effect control and ±100 the full control effect; nearly all actives have a fitted effect of over 55% in size
Target sequence (P14618 whole entry, looked up): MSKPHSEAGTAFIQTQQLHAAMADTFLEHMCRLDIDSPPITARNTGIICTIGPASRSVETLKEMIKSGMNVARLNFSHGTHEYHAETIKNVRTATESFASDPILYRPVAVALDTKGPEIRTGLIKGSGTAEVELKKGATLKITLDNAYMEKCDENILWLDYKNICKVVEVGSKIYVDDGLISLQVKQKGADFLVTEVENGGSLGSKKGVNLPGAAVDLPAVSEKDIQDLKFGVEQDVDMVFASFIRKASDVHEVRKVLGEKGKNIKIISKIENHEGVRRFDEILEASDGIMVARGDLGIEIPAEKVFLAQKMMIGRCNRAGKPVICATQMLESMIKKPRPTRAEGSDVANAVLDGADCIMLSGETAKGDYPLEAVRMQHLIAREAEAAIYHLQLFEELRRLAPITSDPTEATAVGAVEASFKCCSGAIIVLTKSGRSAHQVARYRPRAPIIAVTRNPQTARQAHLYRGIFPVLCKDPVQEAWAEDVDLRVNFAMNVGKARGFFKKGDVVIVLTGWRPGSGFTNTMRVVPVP
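Purified hPK-M2 (>95%) run at intermediate activity with 0.1 mM ADP and 0.5 mM PEP in 50 mM imidazole pH 7.2, KCl, MgCl2; 1 h room temperature. ATP formed read by Kinase-Glo luminescence; normalized to uninhibited and no-enzyme controls.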
Active calls of the source: *; ? = inconclusive; · = not tested or not shown; [ ] = dose if it differs, or a comment. Unless noted, the call rests on the fitted dose curve; in most records, active means well fitted curve in the direction sought with a large enough effect; inconclusive means small, poorly fitted or top-dose-only effect, or another doubt; inactive means no such curve, though single readings can be large; an effect the other way counts as inactive or inconclusive. This is a subset; the hit share may differ from the screen's.

#1 COc1ccc(CN2CSC(=S)N(Cc3ccc(OC)cc3)C2)cc1
#2 CN1C(=O)NC(c2ccc(O)cc2)C2=C1CN(c1ccc(O)cc1)C2=O (configuration not stated)
#3 Cc1onc(-c2ccccc2)c1C(=O)Nc1nc2c(s1)CCCC2
#4 O=C(OCCN=C1NS(=O)(=O)c2ccccc21)C1CC(=O)N(c2ccc3ccccc3c2)C1 (configuration not stated)
#5 O=C(CCSCCc1ccccn1)Nc1ccc(Cl)cn1
#6 Cn1cc(Br)c(C(=O)NNC(=O)c2ccc(Cl)cc2)n1
#7 CN1C(=O)c2ccc(NC(=O)CSc3ccccc3)cc2C1=O
#8 COc1cc(-c2noc(C)c2C#Cc2ccccn2)cc(OC)c1OC
Screen / compound no.	1	2	3	4	5	6	7	8
p53 reactivation	6%	-1%	3%	-1%	-2%	19%	17%	15%
FLuc modulator	-1%	-1%	-2%	2%	-3%	19µM*	?	3%
NPC1 prom act	-1%	-4%	4%	-2%	-1%	22%	2%	-23%
Giardia killer	-13	17	3	15	8	9	2	-2
Rab9 prom act	-5%	1%	-4%	-1%	-1%	29%	16%	-14%
BRCA1 expr up	-46%	-23%	-60%	9%	0%	92%	13%	-27%
VP16 counter	18µM*	4%	-10%	4%	-9%	17%	-19%	0%
Menin MLL FP TR	·	-1%	10%	-2%	·	21%	6%	-8%
RORg inh	6.3µM*	-2%	?	4%	2%	20%[10 µM]	15%	-28%
ELG1 genotox	-5%	2%	4%	1%	1%	?	7%	5%
PKM2 activator	-4%	1%	0%	11%	-3%	1%	3%[0.46 µM]	1%

#9 CCOC(=O)c1sc(NC(=O)CC2OC(=O)c3ccccc32)nc1C (configuration not stated)
#10 CC(=O)N1CCN(c2ccccc2NC(=O)COc2ccccc2C)CC1
#11 O=C(NCCCNC(=O)c1cc(Cl)ccc1Cl)c1ccco1
#12 O=C(Nc1ccc(-c2nnc(-c3ccccc3)o2)cc1)C(F)(F)F
#13 CCCN1C(=O)CSC1=Nc1ccccc1
#14 COc1ccc(C(=O)COC(=O)CCc2nc3ccccc3[nH]c2=O)cc1Br
#15 Cc1ccc(C)c(NC(=O)CN(C)C(=O)Cc2ccccc2)c1
#16 CCOc1ccc(NC(=O)c2sc(NC(C)=O)c(C(=O)OC)c2C)cc1
Screen / compound no.	9	10	11	12	13	14	15	16
p53 reactivation	3%	-7%	6%	?	2%	0%	-2%	1%
FLuc modulator	?	4%	2%	?	-3%	5%	-1%	5%
NPC1 prom act	-3%	1%	2%	1.6µM*	-1%	8%	-1%	-5%
Giardia killer	3	-12	0	-18	7	2	-1	-23
Rab9 prom act	0%	-2%	2%	1.3µM*	-3%	0%	-5%	0%
BRCA1 expr up	7%	-16%	-8%	?	7%	-7%	-10%	20%
VP16 counter	·	7%	-5%	3%	0%	-1%	2%	-1%
Menin MLL FP TR	·	-17%	-3%	?	-6%	-28%	-16%	?
RORg inh	·	6%	-12%	8%	3%	17%	3%	-4%
ELG1 genotox	2%	0%	-4%	?	1%	5%	0%	?
PKM2 activator	·	1%	·	-6%	-13%	0%	-9%	1%

#17 CC(C)OC(=O)NCCOC(=O)Nc1ccccc1Cl
#18 CCOc1ccc2nc(N(CCN(C)C)C(=O)c3ccc4c(c3)CCCC4)sc2c1
#19 O=C(CSc1nc2ccccc2o1)N1CCN(C(=O)c2ccco2)CC1
#20 Cn1c(C(=O)NCC2CCCO2)cc2oc3ccccc3c21 (configuration not stated)
#21 C=CCn1c(-c2ccc(Cl)cc2)cnc1SC(C)C(N)=O (configuration not stated)
#22 O=C1CN(CC(=O)N2CCOCC2)c2ccccc2O1
#23 CCN1C(=O)CSC1=Nc1cccc(C(=O)O)c1
#24 Cc1ccccc1OCC(=O)N/N=C/c1ccc(N2CCOCC2)o1
Screen / compound no.	17	18	19	20	21	22	23	24
p53 reactivation	-5%	23%	2%	16%	0%	-21%	?	-4%
FLuc modulator	3%	-4%	-2%	13µM*	-3%	5%	3%	-20%
NPC1 prom act	2%	-3%	0%	2.8µM*	-2%	0%	-4%	0%
Giardia killer	-2	-24	16	-10	3	·	1	-19
Rab9 prom act	1%	-3%	1%	1.6µM*	-3%	-4%	0%	1%
BRCA1 expr up	22%	8%	-8%	3.5µM*	-1%	·	7%	-23%
VP16 counter	-7%	-6%	1%[0.365 µM]	12%	?	-6%	-6%	6.3µM*
Menin MLL FP TR	4%	·	-7%	7%	1%	50%[activator]	-5%	·
RORg inh	16%	-9%	15%	2%	7.9µM*	20%	4%	14µM*
ELG1 genotox	4%	-7%	-12%	?	-3%	4%	0%	-1%
PKM2 activator	-1%	-1%	8%	0%	1%	0%	-1%	·

#25 Cc1cc(C)cc(N(CC(=O)NCCSCc2ccco2)S(C)(=O)=O)c1
#26 Cc1cc(NS(=O)(=O)c2cn(C)nc2C)no1
#27 COc1ccc(OC)c(S(=O)(=O)N2CCCC(C(=O)N3CCCC3)C2)c1 (configuration not stated)
#28 CCC(=O)Nc1ccc2c(c1)ncn2-c1ccccc1OC
#29 CCOc1ccccc1-c1nc(-c2cccc(Br)c2)no1
#30 Oc1ccc2ccccc2c1CNc1cnc2ccccc2c1
#31 Clc1ccc(-c2c[n+]3c(n2-c2ccccc2)SCC3)cc1
#32 O=C(Nc1ccc2c(c1)CCC2)c1ccccc1
Screen / compound no.	25	26	27	28	29	30	31	32
p53 reactivation	-3%	·	2%	1%	6%	?	0%	·
FLuc modulator	-2%	-2%	-2%	-13%	?	-8%	-1%	1.1µM*
NPC1 prom act	-6%	3%	-5%	2%	?	7%	-12%	1.3µM*
Giardia killer	-2	6	12	-1	9	4	8	-5
Rab9 prom act	-6%	0%	0%	-2%	29%	-6%	-10%	0.5µM*
BRCA1 expr up	22%	-2%	-51%	18%	2%	-1%	-53%	88%
VP16 counter	4%	·	3%	1%	2%	?	-13%	-16%
Menin MLL FP TR	2%	-7%	·	2%	25%	?	-7%	24%
RORg inh	-1%	·	-10%	4%[10 µM]	-2%	13%	8%	-13%
ELG1 genotox	2%	1%	1%	2%	9%	9%	-9%	2.6µM*
PKM2 activator	8%	-1%	-5%	-3%	0%	1%	-7%	-28%

#33 CCC1(c2ccccc2)NC(=O)N(CC(=O)Nc2cc(S(=O)(=O)N3CCCCCC3)ccc2OC)C1=O (configuration not stated)
#34 CC(=O)N1CCN(c2ccc(Oc3nnnn3-c3ccccc3)cc2)CC1
#35 CC(OC(=O)c1ccco1)C(=O)Nc1ccc(C(F)(F)F)cc1 (configuration not stated)
#36 CC(C)(c1ccccc1)c1ccc(OCCN)cc1
#37 O=C(NNS(=O)(=O)c1ccc([N+](=O)[O-])cc1)c1ccc([N+](=O)[O-])cc1
#38 Cc1nc2cc(-c3ccc(Cl)cc3)nn2c(NCCN(C)C)c1C
#39 O=C(NCc1ccc(F)cc1Cl)C1CCN(S(=O)(=O)N2CCC3(CC2)OCCO3)CC1
#40 CC(C)Oc1ccccc1C1CC(=O)Nc2c1c(=O)n(C)c(=O)n2C (configuration not stated)
#41 Cc1ccc(N)cc1O
Screen / compound no.	33	34	35	36	37	38	39	40	41
p53 reactivation	-1%	1%	0%	-7%	-1%	17%	-9%	-2%	?
FLuc modulator	8%	0%	-3%	2%	-3%	13µM*	4%	4%	0%
NPC1 prom act	-2%	1%	-1%	0%	-2%	?	0%	0%	0%
Giardia killer	7	2	-22	-17	1	-96*	-15	·	-8
Rab9 prom act	2%	4%	1%	-1%	-5%[1.84 µM]	24%	-1%	-3%	-2%
BRCA1 expr up	-49%	-50%	5%	0%	-24%	38%	-14%	·	-38%
VP16 counter	·	1%	·	-5%	-3%	5.6µM*	1%	4%	14%
Menin MLL FP TR	·	-11%	·	-20%	7%	0%	20%	16%	·
RORg inh	·	-9%	·	?	?	1.3µM*	38%	1%	-4%
ELG1 genotox	-5%	-10%	1%	2%	-2%	?	-3%	2%	1%
PKM2 activator	·	-5%	·	-4%	·	-29%	9%	1%	·
